Compound activity deposited in PubChem by several laboratories.
VHR inh abs = blocks human VHR1 dual specificity phosphatase; inhibition, % at 13.3 µM; AID 1654; recombinant VHR phosphatase, pNPP absorbance; actives 0.52% (n = 290,000); P51452; in the data active = inhibition above about 50%; note: some compounds called inactive have numbers as strong as hits
Target sequence (P51452 whole entry, looked up): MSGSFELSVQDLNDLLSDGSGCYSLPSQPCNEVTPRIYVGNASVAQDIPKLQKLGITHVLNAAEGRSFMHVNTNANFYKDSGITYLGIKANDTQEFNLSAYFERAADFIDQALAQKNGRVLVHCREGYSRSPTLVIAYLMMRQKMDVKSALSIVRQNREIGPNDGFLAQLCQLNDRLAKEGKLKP
Yp Topo-I inh = Y. pestis Topo-I inhibition via cleavage products. Y. pestis Topo-I cleavage product accumulation, plate reader. activity, % at 10 µM. actives 0.064% (n = 360,000); in the data active = activity above about 50%, passing the limit was not always enough; inconclusive = no clear call, values can overlap the other calls; note: inactives centre near 2
BH1578 lux ind = quorum light induction in luxS cqsA deficient V. cholerae; V. cholerae BH1578 lux reporter, luminescence, 6 h; activation, % at 18.7 µM; actives 0.16% (n = 350,000); AID 588436; in the data active = activation mostly above about 9.7%, no sharp cut-off; inconclusive = no clear call, values can overlap the other calls; inactive = mostly below about 3.7%; note: not every result past the cut was called active; inactives centre near 0; reference of the scale not given here
TcdB GH inh = blocks C. difficile toxin B glycohydrolase activity; P18177; TcdB glycohydrolase enzymatic assay, plate reader; inhibition, % at 9.99 µM; actives 0.24% (n = 350,000); in the data active = inhibition above about 10%
Anthrax LF inh2 = blocks Bacillus anthracis lethal factor protease; P15917; multiplex microsphere protease cleavage assay, LF; inhibition, % at 10 µM; actives 0.12% (n = 360,000); note: plate controls were buffer without enzyme for full effect and enzyme alone for no effect
Target sequence (P15917 whole entry, looked up): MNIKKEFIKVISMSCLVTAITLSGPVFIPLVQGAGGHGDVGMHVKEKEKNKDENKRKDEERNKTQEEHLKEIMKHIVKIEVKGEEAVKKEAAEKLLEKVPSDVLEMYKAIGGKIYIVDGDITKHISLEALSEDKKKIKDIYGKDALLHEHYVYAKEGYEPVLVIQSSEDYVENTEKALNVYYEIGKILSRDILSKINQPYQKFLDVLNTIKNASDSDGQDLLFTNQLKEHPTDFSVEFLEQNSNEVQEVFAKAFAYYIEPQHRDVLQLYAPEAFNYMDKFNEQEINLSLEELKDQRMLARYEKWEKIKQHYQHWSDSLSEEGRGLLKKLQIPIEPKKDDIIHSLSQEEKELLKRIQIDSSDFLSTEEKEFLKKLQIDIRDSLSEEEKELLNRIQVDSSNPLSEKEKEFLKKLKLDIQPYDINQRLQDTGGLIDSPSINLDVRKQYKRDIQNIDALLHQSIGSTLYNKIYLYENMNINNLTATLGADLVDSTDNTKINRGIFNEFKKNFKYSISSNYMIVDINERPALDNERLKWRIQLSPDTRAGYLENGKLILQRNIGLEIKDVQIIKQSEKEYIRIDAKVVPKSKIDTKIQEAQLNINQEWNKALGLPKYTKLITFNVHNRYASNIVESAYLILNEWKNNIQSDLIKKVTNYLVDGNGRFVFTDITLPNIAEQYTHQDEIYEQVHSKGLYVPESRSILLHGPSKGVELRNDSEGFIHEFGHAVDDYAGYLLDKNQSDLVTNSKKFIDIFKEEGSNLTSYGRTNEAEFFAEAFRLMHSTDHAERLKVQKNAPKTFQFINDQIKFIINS
BoNT-A LC inh2 = blocks Botulinum neurotoxin A light chain protease | inhibition, % at 10 µM | multiplex microsphere protease substrate cleavage, flow cytometry | actives 0.17% (n = 360,000); note: plate controls were buffer without enzyme for full effect and enzyme alone for no effect
CCHFV vOTU inh = CCHFV vOTU protease inhibition | actives 0.55% (n = 370,000) | Pep-AMC fluorescence | inhibition, % at 11.5 µM; in the data active = inhibition above about 30%; note: 0% = vehicle wells with enzyme and 100% = no enzyme wells
SSB-PriA inh = inhibitors of Klebsiella pneumoniae PriA binding to SSB C-terminal tail; AlphaScreen SSBct-PriA binding, biotinylated peptide; inhibition, % at 33 µM; actives 0.6% (n = 430,000); AID 1272365; in the data active = inhibition mostly above about 37%, no sharp cut-off; inactive = mostly below about 20%;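 note: plate controls were negative control peptide for no effect and reference peptide for full effect; strong numbers were not always called active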
SARS 3CLpro inh = SARS-CoV 3CLpro protease inhibition; AID 1706; recombinant SARS-CoV 3CLpro, quenched FRET peptide cleavage; actives 0.14% (n = 290,000); P0C6X7; inhibition, % at 6 µM; in the data active = inhibition above about 12%
PfHsp40 rescue = restores yeast growth despite PfHsp40 toxicity; S. cerevisiae expressing PfHsp40, growth rescue, ATP luminescence; growth rescue, % at 12.5 µM; actives 0.68% (n = 340,000); in the data active = growth rescue above about 28%, passing the limit was not always enough; inconclusive = no clear call, values can overlap the other calls;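 note: yeast W303a lacking pdr1 and pdr3 grown in galactose medium; growth measured after three days at 30 °C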
Starred values were filed as active, the others as inactive. Cut-off read from the data, not from the text of the source, unless noted: active = inhibition above about 30%; inconclusive = no clear call, values can overlap the other calls; inactive = below that. Only part of the results is shown (hit frequency here may not be typical).

Screening O=[N+]([O-])c1cc(/C=N/Nc2nc(N3CCCCC3)nc(N3CCCCC3)n2)ccc1O returned VHR inh abs 4, Yp Topo-I inh 10, BH1578 lux ind 2.6, TcdB GH inh 1.1, Anthrax LF inh2 2, BoNT-A LC inh2 -0.9, CCHFV vOTU inh -12, SARS 3CLpro inh 2 and PfHsp40 rescue -1.5.
COc1ccc(C(C)(O)c2nc(-c3ccccc3C)cs2)cc1 (configuration not stated) was read as Yp Topo-I inh 9, BH1578 lux ind 0.5, TcdB GH inh 1.2, Anthrax LF inh2 -4, BoNT-A LC inh2 -0.1 and CCHFV vOTU inh 6.
For CN(C)C(=O)N1CCC(C(=O)NCc2ccccc2)CC1 the results were VHR inh abs 17, Yp Topo-I inh 2, BH1578 lux ind -1.7, Anthrax LF inh2 0, BoNT-A LC inh2 1.2, CCHFV vOTU inh -13, SSB-PriA inh -20, SARS 3CLpro inh -6 and PfHsp40 rescue -0.1.
Screening CC(=O)c1ccc(NC(=O)CSc2nnc(NC(=O)CN3CCOCC3)s2)cc1 returned VHR inh abs -8, Yp Topo-I inh 0, BH1578 lux ind inactive, Anthrax LF inh2 -3, BoNT-A LC inh2 0.0, CCHFV vOTU inh 10, SSB-PriA inh -5, SARS 3CLpro inh -1 and PfHsp40 rescue 0.0.
Screening COc1cc2cc(Oc3ccc4ccc(=O)oc4c3)c(=O)oc2cc1OC(=O)/C=C/c1ccccc1 returned VHR inh abs 4, Yp Topo-I inh 5, BH1578 lux ind inactive, TcdB GH inh 0.8, Anthrax LF inh2 -4, BoNT-A LC inh2 -0.5, CCHFV vOTU inh 0, SSB-PriA inh 3 and PfHsp40 rescue -0.9.
For Cc1ccc(-c2csc3ncn(CC(N)=O)c(=O)c23)cc1C the results were VHR inh abs 4, Yp Topo-I inh 7, BH1578 lux ind -2.4, TcdB GH inh 1.5, Anthrax LF inh2 -2, BoNT-A LC inh2 0.9, CCHFV vOTU inh -8, SSB-PriA inh 6, SARS 3CLpro inh -4 and PfHsp40 rescue -1.4.
For O=C(CSc1ncccn1)NC(=O)NCc1ccco1 the results were VHR inh abs 34, Yp Topo-I inh 10, BH1578 lux ind inactive, TcdB GH inh 0.3, Anthrax LF inh2 -1, BoNT-A LC inh2 -1.3, CCHFV vOTU inh -14, SSB-PriA inh -5, SARS 3CLpro inh -2 and PfHsp40 rescue 0.3.
NS(=O)(=O)c1ccc(NC(=O)COC(=O)CCc2nc3ccccc3c(=O)[nH]2)cc1 was read as Yp Topo-I inh -2, BH1578 lux ind -0.3, TcdB GH inh -1.2, Anthrax LF inh2 -2, BoNT-A LC inh2 0.1, CCHFV vOTU inh 4, SSB-PriA inh 6 and PfHsp40 rescue -1.5.
Screening O=C(NCc1cccs1)c1ccccc1[N+](=O)[O-] returned VHR inh abs -10, Yp Topo-I inh -4, BH1578 lux ind -0.2, TcdB GH inh -0.3, Anthrax LF inh2 0, BoNT-A LC inh2 0.3, CCHFV vOTU inh 0, SSB-PriA inh 0, SARS 3CLpro inh 5 and PfHsp40 rescue -0.4.
For CSc1ccc(NC(=O)C2(C)CCN2C(=O)c2cc(C)n(C)n2)cc1 (configuration not stated) the results were Yp Topo-I inh 2, BH1578 lux ind -0.3, TcdB GH inh -0.1, Anthrax LF inh2 -8, BoNT-A LC inh2 -0.7 and CCHFV vOTU inh 11.

Reprinted at random: 2 entries already listed
For CSc1ccc(NC(=O)C2(C)CCN2C(=O)c2cc(C)n(C)n2)cc1 (configuration not stated) the results were Yp Topo-I inh 2, BH1578 lux ind -0.3, TcdB GH inh -0.1, Anthrax LF inh2 -8, BoNT-A LC inh2 -0.7 and CCHFV vOTU inh 11.
COc1ccc(C(C)(O)c2nc(-c3ccccc3C)cs2)cc1 (configuration not stated) was read as Yp Topo-I inh 9, BH1578 lux ind 0.5, TcdB GH inh 1.2, Anthrax LF inh2 -4, BoNT-A LC inh2 -0.1 and CCHFV vOTU inh 6.

The results go on:
`CN(C)N1C(N)=C(C#N)C(c2cccs2)C2=C1CC(C)(C)CC2=O` (configuration not stated) gave VHR inh abs -15, Yp Topo-I inh 0, BH1578 lux ind inactive, TcdB GH inh 1.4, Anthrax LF inh2 -4, BoNT-A LC inh2 -0.7, CCHFV vOTU inh -6, SSB-PriA inh -12, SARS 3CLpro inh -1 and PfHsp40 rescue -1.9.
CN(C)CCNC(=O)c1cccc(-c2cnc3c(NC=O)cc(-c4cccc(F)c4)cn23)c1 was read as Yp Topo-I inh -21, BH1578 lux ind -3.7, TcdB GH inh 2.0, Anthrax LF inh2 -4, BoNT-A LC inh2 0.5 and CCHFV vOTU inh -16.
COc1ccccc1NC(=O)CCc1nc2sc3c(c2c(=O)[nH]1)CCCC3 was read as Yp Topo-I inh 11, BH1578 lux ind -17, TcdB GH inh -0.1, Anthrax LF inh2 2, BoNT-A LC inh2 -0.2, CCHFV vOTU inh -5, SSB-PriA inh -8 and PfHsp40 rescue -0.1.
CC1=C(C(=O)OCc2ccccc2)C(c2ccc([N+](=O)[O-])cc2)NC(=O)N1C (configuration not stated) was read as VHR inh abs 68, Yp Topo-I inh 38, BH1578 lux ind inactive, TcdB GH inh 0.1, Anthrax LF inh2 11, BoNT-A LC inh2 inconclusive, CCHFV vOTU inh 10, SSB-PriA inh 5, SARS 3CLpro inh -2 and PfHsp40 rescue -1.0.
CC(=O)Nc1ccc2c(CN3C(=O)NC(C)(c4ccc(C)cc4)C3=O)cc(=O)oc2c1 (configuration not stated) was read as VHR inh abs 7, Yp Topo-I inh 0, BH1578 lux ind -0.2, TcdB GH inh 4.8, Anthrax LF inh2 -2, BoNT-A LC inh2 -1.0, CCHFV vOTU inh -102, SSB-PriA inh -8, SARS 3CLpro inh -2 and PfHsp40 rescue 1.0.
`O=C(CSc1ccccc1)NC1CCCCCCC1` gave VHR inh abs -9, Yp Topo-I inh 5, BH1578 lux ind inactive, TcdB GH inh 1.4, Anthrax LF inh2 6, BoNT-A LC inh2 0.6, CCHFV vOTU inh -5, SSB-PriA inh 5, SARS 3CLpro inh 3 and PfHsp40 rescue -0.7.
`CCOC(=O)c1c(C)n(C)c2c(C)cc(O)c(OC(=O)CC)c12` gave VHR inh abs 4, Yp Topo-I inh -1, BH1578 lux ind 0.6, Anthrax LF inh2 4, BoNT-A LC inh2 1.2, CCHFV vOTU inh -5, SSB-PriA inh -20, SARS 3CLpro inh 7 and PfHsp40 rescue 0.9.
Cn1c2ccccc2c2cc(/C=C(\NC(=O)c3ccccc3)C(=O)NCC(=O)O)ccc21 was read as VHR inh abs 0, Yp Topo-I inh 27, BH1578 lux ind -3.7, TcdB GH inh 1.1, Anthrax LF inh2 4, BoNT-A LC inh2 0.7, CCHFV vOTU inh 18, SSB-PriA inh -4, SARS 3CLpro inh -1 and PfHsp40 rescue 11.
For O=C(CSc1nnc(-c2ccc(F)cc2)c2ccccc12)Nc1cccc(Cl)c1 the results were VHR inh abs 5, Yp Topo-I inh 16, BH1578 lux ind -0.4, TcdB GH inh 0.8, Anthrax LF inh2 0, BoNT-A LC inh2 2.3, CCHFV vOTU inh 3, SSB-PriA inh -5, SARS 3CLpro inh 2 and PfHsp40 rescue 0.2.
`Cc1cccc(C)c1NC(=O)C(c1ccccc1)N1CCN(c2ccc(C(F)(F)F)cn2)CC1` (configuration not stated) gave TcdB GH inh 0.7, Anthrax LF inh2 -4, BoNT-A LC inh2 0.0 and CCHFV vOTU inh 2.
`CC(C)CNC(=O)c1cccc(NC(=O)c2ccc3c(c2)C(=O)N(C)C3=O)c1` gave VHR inh abs 26, Yp Topo-I inh -9, BH1578 lux ind inactive, TcdB GH inh 0.6, Anthrax LF inh2 -1, BoNT-A LC inh2 5.1, CCHFV vOTU inh -8, SSB-PriA inh 3, SARS 3CLpro inh 4 and PfHsp40 rescue -0.3.
For CCC(=O)N1N=C2C3CCN(CC3)C2C1c1ccccc1 (configuration not stated) the results were VHR inh abs 26, Yp Topo-I inh 4, BH1578 lux ind -0.3, TcdB GH inh 0.4, Anthrax LF inh2 -1, BoNT-A LC inh2 -2.1, CCHFV vOTU inh 6, SSB-PriA inh -3, SARS 3CLpro inh 0 and PfHsp40 rescue -1.0.
O=C(O)CCCC(=O)N1CCc2cc(S(=O)(=O)NCc3ccccc3)ccc21 was read as VHR inh abs 30, Yp Topo-I inh -11, BH1578 lux ind -0.5, TcdB GH inh 1.3, Anthrax LF inh2 -5, BoNT-A LC inh2 -1.6, CCHFV vOTU inh -9, SSB-PriA inh -8, SARS 3CLpro inh 0 and PfHsp40 rescue 0.6.
For OC1(c2ccccc2)CN(c2ccccc2)C2=[N+]1CCS2 (configuration not stated) the results were VHR inh abs -10, Yp Topo-I inh 15, BH1578 lux ind -0.3, TcdB GH inh -1.1, Anthrax LF inh2 -3, BoNT-A LC inh2 -0.6, CCHFV vOTU inh -2, SSB-PriA inh -4, SARS 3CLpro inh 2 and PfHsp40 rescue 0.5.
`CC(C)C[C@H](CO)Nc1nc(Nc2cccc(Cl)c2)c2ncn(C(C)C)c2n1` gave VHR inh abs 15, Yp Topo-I inh 5, BH1578 lux ind inactive, TcdB GH inh 0.2, Anthrax LF inh2 -3, BoNT-A LC inh2 0.5, CCHFV vOTU inh 15, SSB-PriA inh -1 and PfHsp40 rescue -0.1.
For COc1ccc(-c2nn(Cc3ccccc3)cc2C(=O)N2CCN(c3ncccn3)CC2)cc1OC the results were Yp Topo-I inh 19, BH1578 lux ind -0.4, TcdB GH inh -2.2, Anthrax LF inh2 -8, BoNT-A LC inh2 -0.5, CCHFV vOTU inh 3, SSB-PriA inh 1 and PfHsp40 rescue -1.5.
`CC(=O)NC(=S)Nc1ccc(NC(=S)NC(=O)c2cccs2)cc1` gave VHR inh abs 5, Yp Topo-I inh -5, BH1578 lux ind -0.6, TcdB GH inh -0.7, Anthrax LF inh2 6, BoNT-A LC inh2 1.9, CCHFV vOTU inh 0, SSB-PriA inh -7, SARS 3CLpro inh 0 and PfHsp40 rescue -0.7.
`O=C(Cc1ccccc1)Nc1ccc(Br)c(Cl)c1` gave VHR inh abs 5, Yp Topo-I inh -2, BH1578 lux ind -0.2, TcdB GH inh 1.7, Anthrax LF inh2 -1, BoNT-A LC inh2 0.2, CCHFV vOTU inh -2, SSB-PriA inh -1, SARS 3CLpro inh 5 and PfHsp40 rescue -1.0.
Screening Cc1nc(NC(=O)C2CC2)sc1C(=O)NC1CCCCC1 returned VHR inh abs 6, Yp Topo-I inh 7, BH1578 lux ind inactive, TcdB GH inh -1.1, Anthrax LF inh2 -2, BoNT-A LC inh2 -0.8, CCHFV vOTU inh -6, SSB-PriA inh -15, SARS 3CLpro inh 0 and PfHsp40 rescue -1.3.
`COc1ccccc1N(CC(=O)N1CCC(C(N)=O)CC1)S(=O)(=O)c1ccccc1` gave VHR inh abs 36, Yp Topo-I inh 11, BH1578 lux ind -0.1, TcdB GH inh 0.5, Anthrax LF inh2 0, BoNT-A LC inh2 0.3, CCHFV vOTU inh 7, SSB-PriA inh -10, SARS 3CLpro inh 5 and PfHsp40 rescue 1.3.
`CCCc1[nH]nc2c1C(c1cn[nH]c1-c1ccc(F)cc1)C(C#N)=C(N)O2` (configuration not stated) gave VHR inh abs 13, Yp Topo-I inh -9, BH1578 lux ind 0.2, Anthrax LF inh2 -5, BoNT-A LC inh2 -0.5, SSB-PriA inh 1, SARS 3CLpro inh -1 and PfHsp40 rescue 0.3.
Screening O=C(Nc1cccc(F)c1)N1CCc2nc(NCc3cccc(Oc4ccccc4)c3)ncc2C1 returned Yp Topo-I inh -6, BH1578 lux ind -0.4, TcdB GH inh 0.5, Anthrax LF inh2 4, BoNT-A LC inh2 0.2 and CCHFV vOTU inh 2.
